Cl transport mod: modulators of human KCC2 chloride dependent transport. B-score of Tl+ flux slope (higher = more flux/activation; lower = inhibition) at 10 µM. AID 1456. 190,000 compounds, 2.2% hits. KCC2 cells, thallium flux FluoZin-2 fluorescence;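 active = thallium flux slope and its plate-corrected score both differing from the plate sample mean at a set confidence after two filtering rounds, in either direction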;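 also: slope of fluorescence scaled to starting intensity during 10 to 20 s after thallium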
FXIIa inh 1536: factor XIIa (human) inhibition; P00748; purified FXIIa, Boc-QGR-AMC fluorogenic substrate, 2 h; inhibition, % at 5 µM; 220,000 compounds, 0.3% hits; in the data active = inhibition above about 40%;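 also: 0% = enzyme with no compound and 100% = blank without enzyme; many of its hits are not listed in these tables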
Target sequence (P00748 20-372 limits assumed): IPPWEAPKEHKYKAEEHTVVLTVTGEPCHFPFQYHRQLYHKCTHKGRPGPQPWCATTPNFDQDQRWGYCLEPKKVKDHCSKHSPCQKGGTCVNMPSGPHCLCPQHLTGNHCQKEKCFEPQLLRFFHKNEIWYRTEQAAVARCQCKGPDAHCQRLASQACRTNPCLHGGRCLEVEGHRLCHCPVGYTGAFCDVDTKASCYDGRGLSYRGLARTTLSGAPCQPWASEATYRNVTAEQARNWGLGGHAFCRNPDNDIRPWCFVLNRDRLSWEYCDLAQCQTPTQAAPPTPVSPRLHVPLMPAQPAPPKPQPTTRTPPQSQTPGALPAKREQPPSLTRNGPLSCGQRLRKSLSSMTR
Target sequence (P00748 373-615 limits assumed): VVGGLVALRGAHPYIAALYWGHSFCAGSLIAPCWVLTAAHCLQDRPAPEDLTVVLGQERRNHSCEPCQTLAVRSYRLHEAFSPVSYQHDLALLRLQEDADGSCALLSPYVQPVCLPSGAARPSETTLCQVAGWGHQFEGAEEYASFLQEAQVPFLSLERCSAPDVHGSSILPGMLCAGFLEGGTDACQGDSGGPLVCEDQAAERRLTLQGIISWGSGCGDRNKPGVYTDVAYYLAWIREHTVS
Hck Nef HTS: human Hck-Nef kinase inhibition; 220,000 compounds, 0.68% hits; Recombinant Hck-YEEI plus Nef, Z-Lyte FRET kinase assay; inhibition, % at 20 µM;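 active = Hck-Nef kinase inhibition above about 50%, limit read from the data; inactive = inhibition below that limit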;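 also: 0% = DMSO with Hck plus Nef and 100% = Hck alone without Nef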
L929 necroptosis: blocks zVAD induced death of L929 cells | 220,000 compounds, 0.38% hits | viability rescue, % at 10 µM | L929 zVAD necroptosis rescue, ATP luminescence, 24 h; with zVAD 60 µM;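 active = activation, scaled between plate controls, above about 75%, limit read from the data; inactive = activation under that limit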;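 also: 0% = zVAD with DMSO and 100% = DMSO alone without zVAD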
FXIa inh: blocks human coagulation factor XIa protease activity. inhibition, % at 5 µM. 220,000 compounds, 0.14% hits. AID 798. P03951. purified FXIa, Boc-Glu-Ala-Arg-AMC fluorogenic substrate;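 active = inhibition of at least 40%; inactive = inhibition below 40%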;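 also: fluorescence of freed AMC excited at 355 nm; 0% = enzyme without compound and 100% = no enzyme blank; many of its hits are not listed in these tables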
Rad51 HR inh: blocks human Rad51 in homologous recombination; Q06609; hRad51 DNA strand exchange, fluorescence dequenching; inhibition, % at 10 µM; 200,000 compounds, 0.085% hits; AID 1385;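 active = inhibition above 40% at the single screening dose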;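 also: 0% = DMSO control wells and 100% = blanks with heterologous ssDNA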
Target sequence (Q06609 whole entry, looked up): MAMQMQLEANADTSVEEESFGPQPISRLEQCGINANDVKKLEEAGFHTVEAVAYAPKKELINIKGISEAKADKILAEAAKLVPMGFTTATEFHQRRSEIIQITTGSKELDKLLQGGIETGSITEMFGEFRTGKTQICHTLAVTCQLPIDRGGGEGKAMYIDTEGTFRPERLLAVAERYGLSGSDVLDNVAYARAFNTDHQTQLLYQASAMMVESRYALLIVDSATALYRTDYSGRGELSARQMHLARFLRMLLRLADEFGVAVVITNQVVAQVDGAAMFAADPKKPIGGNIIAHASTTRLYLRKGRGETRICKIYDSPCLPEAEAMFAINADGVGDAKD
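System: hRad51 filaments on single-stranded DNA; reagent: Fluorescein- and BHQ1-tagged 47-mer duplex; compound dosing: one concentration, 10 µM final; timing: filaments 15 min 37 °C, then compound 30 min; measured by: fluorescein emission 520 nm, excitation 485 nm; benchmarks: per-plate controls and blanks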
TNF death inh: TNF-alpha cell death inhibition in Jurkat FADD-/- cells | Jurkat FADD-/- TNF necroptosis rescue, ATP luminescence, 24 h; 0 = TNF only, 100 = no-TNF cells | activation (protection from cell death), % at 10 µM | 220,000 compounds, 0.068% hits;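 active = activation, meaning protection from cell death, of at least 50% relative to plate controls; inactive = activation below 50%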;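 also: necroptosis triggered by 40 ng/mL TNF-alpha added together with compound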
Thrombin inh: inhibitors of human thrombin | inhibition, % at 5 µM | P00734 | 220,000 compounds, 0.26% hits | alpha-thrombin, Boc-VPR-AMC fluorogenic substrate cleavage;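 active = inhibition at or above 40%; inactive = inhibition below 40%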;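 also: 0% = enzyme with no compound and 100% = wells without enzyme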
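Test system: human alpha-thrombin; medium: pH 7.5 Tris-saline with Tween 20; times: reaction at room temperature; signal: AMC fluorescence at 355 nm excitation and 460 nm emission; also added: Boc-VPR-AMC substrate, 15 µM final; dosing: one concentration per compound, 5 µM, with 0.2% DMSO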
KLK5 inh: blocks human kallikrein 5 protease activity; Q9Y337; recombinant hK5, fluorogenic AMC substrate cleavage; inhibition, % at 5 µM; 210,000 compounds, 0.59% hits;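 active = inhibition of 40% or more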;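 also: 0% = enzyme controls without compound and 100% = no-enzyme blanks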
* = called active by the depositor; . = no result given. This is a subset. The share of hits here may be higher or lower than overall.

SMILES	Cl transport mod	FXIIa inh 1536	Hck Nef HTS	L929 necroptosis	FXIa inh	Rad51 HR inh	TNF death inh	Thrombin inh	KLK5 inh
CCOCCOc1nc(C)cc(C)c1S(=O)(=O)c1ccccc1C	-0.062	8	24	-0.1	3	-3	0.1	.	-2
O=C(NCCc1c[nH]c2ccccc12)Nc1cccc2ccccc12	.	16	-1	0.3	3	-3	-2.0	-3	-5
O=C(NNC(=O)C1C2CCCCC21)c1coc(=O)c(Br)c1 (stereo not drawn)	-0.71	8	14	-0.7	3	-33	3.2	4	1
CC(C)C(c1nnnn1Cc1cccs1)N1CCN(c2ccccc2)CC1 (stereo not drawn)	0.27	17	-1	-0.2	7	8	-2.8	-2	-15
O=C(O)CCc1ccc(-c2cccs2)o1	1.4	-3	15	3.5	-4	3	0.9	0	5
Fc1ccc(-c2cn3cc(C(F)(F)F)cc(Cl)c3n2)cc1	.	17	0	0.1	8	-2	-2.2	15	37
Cc1cccc(Cn2c(N(C)CCO)nc3c2c(=O)[nH]c(=O)n3C)c1	-0.12	5	14	0.9	-3	-3	0.5	-13	-30
CCOc1ccc(-c2cc(N3C(=O)Nc4ccccc4N3O)on2)cc1	0.1	-11	0	0.2	-7	-3	0.7	-9	-14
COc1cc(/C=N/N=C2/C(=O)Nc3ccccc32)ccc1O	0.015	10	10	1.3	7	.	-5.8	2	3
O=C(CCc1ccc(S(=O)(=O)N2CCOCC2)cc1)NCCCN1CCCC1=O	.	19	-1	2.9	9	-7	0.8	8	-15
CN(C)/C=C/C(=O)c1cccc(Oc2ncccn2)c1	0.45	.	-20	2.6	-1	6	1.3	-4	-1
Cc1cc(=O)oc2cc(Oc3ccc([N+](=O)[O-])cc3[N+](=O)[O-])ccc12	-0.031	4	7	0.8	-7	7	-5.1	-5	-9
O=C(Cn1cnc2ccccc21)N/N=C/c1cccnc1	-0.016	6	21	2.6	-3	4	1.0	-8	-2
COc1ccc(NC(=O)c2csc3c2CCCCC3)c(OC)c1	-0.051	6	24	20	-3	-10	0.8	9	-1
COC(=O)NCc1ccc(S(=O)(=O)N2CCOCC2)cc1	-0.77	11	0	-0.1	2	-2	-0.4	0	-8
O=C(Nc1nc2ccccc2s1)c1ccc(OCC2CCCO2)cc1 (stereo not drawn)	-2.3	15	7	0.8	8	5	3.8	-1	-4
CCCCNC(=O)N1CCN(c2ccccc2OC)CC1	-0.75	10	-9	0.6	4	.	0.0	0	15
CCn1c(CCNC(=O)c2ccccc2Cl)n[nH]c1=S	0.41	32	0	-0.2	17	-10	-1.4	2	-4
CCOc1c(Cl)cc(CNC(C)(C)CC(C)(C)C)cc1OC	2.4	9	2	0.2	-6	4	-1.4	0	6
COc1ccc(C2(CCN=Cc3ccc(N(C)C)cc3)CCOC(C)(C)C2)cc1 (stereo not drawn)	1.3	8	20	0.7	-2	21	2.5	-3	5
Cc1cc(=O)oc2ccc(OCC(=O)O)cc12	0.43	16	1	-0.1	3	-4	-0.5	0	-8
CCc1cccc(CC)c1NC(=S)NCCc1c(C)[nH]c2ccc(C)cc12	-0.2	3	-5	.	-1	.	-22	-2	-10
O=C(OC(c1ccc(NS(=O)(=O)c2ccccc2)cc1)(C(F)(F)F)C(F)(F)F)c1ccccc1	-2.5	19	1	1.5	17	-4	-0.1	21	23
CN1CCN(C(=O)c2cc3ccccc3oc2=O)CC1	.	8	0	-0.3	-5	-4	-0.8	2	-1
CCC(C)NCCCCOc1ccc(Cl)cc1C (stereo not drawn)	-0.66	5	4	.	-3	24	3.4	-6	-12

The list goes on; the last four above are carried over.
SMILES	Cl transport mod	FXIIa inh 1536	Hck Nef HTS	L929 necroptosis	FXIa inh	Rad51 HR inh	TNF death inh	Thrombin inh	KLK5 inh
CCc1cccc(CC)c1NC(=S)NCCc1c(C)[nH]c2ccc(C)cc12	-0.2	3	-5	.	-1	.	-22	-2	-10
O=C(OC(c1ccc(NS(=O)(=O)c2ccccc2)cc1)(C(F)(F)F)C(F)(F)F)c1ccccc1	-2.5	19	1	1.5	17	-4	-0.1	21	23
CN1CCN(C(=O)c2cc3ccccc3oc2=O)CC1	.	8	0	-0.3	-5	-4	-0.8	2	-1
CCC(C)NCCCCOc1ccc(Cl)cc1C (stereo not drawn)	-0.66	5	4	.	-3	24	3.4	-6	-12
Cc1ccccc1Nc1c(-c2ccccn2)nc2ccccn12	-0.85	4	24	5.3	8	-1	-3.8	-1	3
O=C(O)Cc1csc(NC(=O)c2ccco2)n1	-0.15	2	4	-0.1	-12	-1	-0.1	1	-6
c1ccc2c(c1)oc1c(Nc3ccc(CN4CCOCC4)cc3)ncnc12	0.16	23	9	67	12	-15	-7.6	3	-10
O=C(Nc1nnc(SCC(=O)N2CCCCC2)s1)C1CCCCC1	.	7	0	0.2	-1	1	0.7	-7	-28
CC(C)(C)C(O)(CC#CCN1CCCC1)c1ccccc1 (stereo not drawn)	0.0057	4	22	-0.9	-6	-2	2.3	-8	-4
CCOc1ccc(C2C(C(=O)c3ccc(C)o3)=C(O)C(=O)N2CCN2CCOCC2)cc1OC (stereo not drawn)	-0.46	7	1	-0.4	9	-12	-0.8	-2	-16
CCCc1cc(=O)[nH]c(SCc2ccccc2)n1	.	16	5	0.7	-1	-13	0.0	-5	9
CCC1CC(/C(C)=N/NC(N)=O)OC1=O (stereo not drawn)	0.89	7	21	1.1	-7	7	-0.1	6	-5
COc1cc(C2SCC(=O)N2CCN2CCCCC2)ccc1O (stereo not drawn)	0.95	1	-7	4.5	-6	0	0.1	-4	-2
COc1ccc(/C=C(\NC(=O)c2ccc([N+](=O)[O-])cc2)C(=O)N2CCOCC2)cc1	.	1	21	-0.2	-4	3	-0.3	-17	-1
O=[N+]([O-])c1ccc(Cl)c2cccnc12	-0.12	4	21	2.3	-4	18	-0.7	4	-11
CC(=O)c1ccc(Oc2ncnc3sccc23)c(CN2CCOCC2)c1	0.11	8	-11	2.2	8	-1	1.3	1	3
CCOC(=O)N1CCC(NS(=O)(=O)c2ccc3c(c2)CCN3C(C)=O)CC1	.	6	-1	-0.6	-2	-3	-1.6	-4	-4
O=C(CCCNC(=O)/C(=C\c1ccccc1F)NC(=O)c1ccccc1)OCc1ccccc1	-2.6	-7	1	0.1	-2	-3	-0.4	-4	1
Cc1ccc2c(C)c(C(=O)Nc3cccnc3)oc2c1	.	23	-2	0.7	20	2	1.3	5	-5
COc1cccc(NC(=O)COC(=O)c2c3c(nc4ccccc24)CCC(C)C3)c1 (stereo not drawn)	-1.4	12	0	3.1	9	-5	-2.9	2	1
CCc1nc(N)c(C#N)c(-c2ccccc2OC)c1C	.	9	0	0.4	-2	-8	-1.0	-6	-1
Cc1cc(C)n(Cc2ccc(Cl)nc2)n1	0.11	13	16	1.4	0	15	8.1	-5	0
CCN(CC)CCCNc1nc(-c2ccccc2)nc2ccccc12	-0.042	19	9	0.7	6	0	1.8	1	-13
Cc1cc(C(=O)Nc2c(C)n(C)n(-c3ccccc3)c2=O)on1	.	13	0	0.5	2	4	1.0	1	3
Cn1ncc(C#N)c1NC(=O)c1nn2cccnc2c1Cl	-0.42	19	8	0.2	2	4	-0.4	1	-11
N=C1/C(=C\c2ccc(OCc3ccccc3)cc2)C(=O)N=C2SC(N3CCCC3)=NN12	0.74	8	29	1.1	7	6	2.3	0	2
CCOC(=O)c1cc2c(=O)n3ccccc3nc2n(Cc2ccco2)c1=NC(=O)c1ccccc1OCC	-0.59	10	20	-1.1	-1	-3	-0.9	0	-10
Cc1csc(NC(=O)C(Cc2ccccc2)n2cccc2)n1 (stereo not drawn)	1.6	12	23	0.8	-2	0	-2.4	-5	2
Clc1ccc(-n2ncc3c(NCCCn4ccnc4)ncnc32)cc1	.	-6	1	0.0	-9	0	0.9	0	-16

Further entries
SMILES	Cl transport mod	FXIIa inh 1536	Hck Nef HTS	L929 necroptosis	FXIa inh	Rad51 HR inh	TNF death inh	Thrombin inh	KLK5 inh
CS(=O)(=O)c1ccc(Cl)c(NC(=O)Cc2c(Cl)cccc2Cl)c1	1.3	6	20	2.6	-1	7	-0.2	0	3
Cc1cccc(NC(=O)N2CCN(Cc3ccccc3)CC2)c1	-1	7	6	0.5	1	1	-0.8	-2	-5
COC(=O)c1cn[nH]c1N	-0.039	7	-9	1.4	3	-2	1.4	1	-4
COc1ccccc1/C=C/C=N/NC(=O)c1ccccn1	-1.4	8	19	-0.6	7	3	-1.5	-10	0
CN(C)S(=O)(=O)N1CCc2ccccc2C1	-0.31	-3	0	-0.5	1	8	-0.4	-21	2
Cc1cccc(-n2ncc3c(Nc4c(C)n(C)n(-c5ccccc5)c4=O)ncnc32)c1	0.15	6	1	0.1	-4	-4	1.4	-4	6
COc1ccc(NCc2nnc(SCc3ccc(Cl)cc3)n2-c2ccccc2)cc1	-1.6	6	-15	.	4	.	2.6	-6	-11
O=C(c1ccco1)N1CCN(Cc2cccnc2)CC1	0.01	-1	2	-0.1	0	0	-0.1	-8	-36
Cc1nc(NC(=O)/C=C/c2ccco2)sc1C	2	13	1	-0.5	5	-5	-4.0	-4	-9
Cn1c(=O)[nH]c(=O)c2c1ncn2CCN1CCCCC1	1.2	15	2	0.0	4	-1	0.0	2	-2
CSc1nnc(CNC(=O)C23CC4CC(CC(C4)C2)C3)n1Cc1ccccc1	0.46	3	1	0.4	-2	0	-1.9	-7	-7
O=C(Cn1nnc(-c2ccc(Cl)cc2)n1)NC1CCN(Cc2ccccc2)CC1	-0.012	-13	2	2.2	-1	11	-5.1	-15	-32
COc1ccc(NC(=O)C2CCN(C(=O)c3cccs3)CC2)cc1	-0.32	-3	-25	0.1	-27	1	0.3	-5	4
CC1OC23CCCCC2C(C#N)(C(=N)O3)C1(C#N)C#N (stereo not drawn)	0.64	16	4	-0.5	6	3	-2.5	3	-12
O=C(CSc1nc2ccsc2c(=O)n1NC(=O)c1ccccc1)NCc1ccco1	.	4	-3	1.9	-6	5	0.5	-8	-17
CCCCCn1c(=O)c(-c2nc3ccccc3[nH]2)c(O)c2ccccc21	-0.2	6	23	26	2	.	-0.9	-9	-7
CCC(c1nnc(SCC(=O)Nc2ccc(Cl)cc2C(F)(F)F)n1C1CCCCC1)N(C)C (stereo not drawn)	-0.85	6	3	1.6	6	4	-1.6	-1	-2
Cc1ccc(CN2CCN(/N=C/c3cc(Br)cc(Br)c3O)CC2)c(C)c1	0.4	8	1	-0.7	3	-4	2.5	-6	8
Cc1cc(=O)oc2cc(NC(=O)C3CC(=O)N(Cc4ccccc4)C3)ccc12 (stereo not drawn)	0.14	8	-20	-0.9	-6	4	-2.1	-7	-13
CN1CCN(S(=O)(=O)c2ccc(Oc3ccc(F)c(Cl)c3)nc2)CC1	0.51	3	4	0.6	-6	22	0.2	-3	-9
CCc1cc2c3c(c1)C1(C(=O)N3C(C)(C)CC2C)C(C#N)=C(N)N2C(=C1C#N)Nc1ccccc12 (stereo not drawn)	-0.079	10	2	1.1	5	-4	-5.9	-12	-5
CCOC(=O)C1=C(C)C(c2ccccc2OC)NC(=O)N1 (stereo not drawn)	0.21	8	0	0.4	-8	-4	0.0	-4	-20

Reprinted from the entries so far, 2 compounds:
SMILES	Cl transport mod	FXIIa inh 1536	Hck Nef HTS	L929 necroptosis	FXIa inh	Rad51 HR inh	TNF death inh	Thrombin inh	KLK5 inh
CCc1cc2c3c(c1)C1(C(=O)N3C(C)(C)CC2C)C(C#N)=C(N)N2C(=C1C#N)Nc1ccccc12 (stereo not drawn)	-0.079	10	2	1.1	5	-4	-5.9	-12	-5
CCOC(=O)C1=C(C)C(c2ccccc2OC)NC(=O)N1 (stereo not drawn)	0.21	8	0	0.4	-8	-4	0.0	-4	-20
